Compound activity from PubChem BioAssay.
proCasp3 act: activators of human procaspase-3; activation, % at 8.5 µM; AID 463141; recombinant procaspase-3 D3A, Ac-DEVD-pNA absorbance 405 nm; hit rate 0.11% among 330,000;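 active means activation above the mean of all tested compounds plus 3 SD, cut at about 21% in these data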;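 further: 0% = DMSO alone and 100% = DMSO wells spiked with extra 5 µM PC-3 D3A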
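Assay system: Procaspase-3 D3A mutant, all three cleavage aspartates alanine. Buffer or medium: Zinc-free HEPES saline buffer with Triton X-100. Times: 1 h compound preincubation, 2 h substrate hydrolysis at 25 °C. Measured by: 405 nm absorbance of p-nitroaniline, reads at 0 and 120 min. Read-out basis: percent activation relative to control range. Replicates: singlicate.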
AGP1-GFP MLPCN: yeast TOR pathway AGP1-GFP modulation. hit rate 0.02% among 320,000. GFP response vs DMSO, % at 10 µM. S. cerevisiae AGP1-GFP multiplex flow cytometry, 3 h; GFP as percent of DMSO wells;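 active means GFP response relative to DMSO above a set limit, near screen average plus 3 SD, cut at about 150% in these data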;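 further: median GFP channel fluorescence of the gated AGP1 strain per well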
proCasp7 act: counter-screen: procaspase-7 (human) activation. P55210. recombinant procaspase-7, Ac-DEVD-pNA absorbance 405 nm; D23A/D198A/D206A triple mutant, cannot self-cleave; scale: DMSO 0, 5 µM enzyme 100. activation, % at 8.5 µM. hit rate 0.093% among 330,000;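 active means percent activation above the screen-wide mean plus 3 SD, cut at about 25% in these data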
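Test system: Procaspase-7 triple mutant (PC-7 D3A). Also added: Ac-DEVD-pNA substrate, 400 µM as added. Schedule: 1 h enzyme–compound preincubation and 2 h substrate reaction, both 25 °C. Signal: p-Nitroaniline absorbance at 405 nm, read at 0 and 120 min. Control set: low DMSO alone, high DMSO plus 5 µM PC-7.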
LAP4 TOR yeast: alters LAP4-GFP fluorescence in TOR pathway yeast screen; AID 2023; GFP response vs DMSO, % at 10 µM; S. cerevisiae LAP4-GFP multiplex, flow cytometry GFP, 3 h; median GFP as percent of DMSO wells; hit rate 0.34% among 320,000;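 active means GFP response vs DMSO above a set limit, about the screen mean plus 3 SD, cut at about 150% in these data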
MEP2 TOR yeast: yeast TOR pathway MEP2-GFP modulation; AID 2016; GFP response vs DMSO, % at 10 µM; S. cerevisiae MEP2-GFP strain, flow cytometry GFP, 3 h; 100% = DMSO control level; hit rate 0.51% among 330,000;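 active means GFP response versus DMSO above a set limit, roughly screen mean plus 3 SD, cut at about 180% in these data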;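 further: median GFP fluorescence of the barcode-gated MEP2-GFP cells per well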
AHR act: human AHR activation; P35869; AID 2796; AHR-responsive luciferase reporter cells, luminescence; hit rate 2.5% among 320,000; activation, % at 5 µM; in the data active means activation above about 47%;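 further: 0% = vehicle wells and 100% = reference agonist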
Target sequence (P35869 whole entry, looked up): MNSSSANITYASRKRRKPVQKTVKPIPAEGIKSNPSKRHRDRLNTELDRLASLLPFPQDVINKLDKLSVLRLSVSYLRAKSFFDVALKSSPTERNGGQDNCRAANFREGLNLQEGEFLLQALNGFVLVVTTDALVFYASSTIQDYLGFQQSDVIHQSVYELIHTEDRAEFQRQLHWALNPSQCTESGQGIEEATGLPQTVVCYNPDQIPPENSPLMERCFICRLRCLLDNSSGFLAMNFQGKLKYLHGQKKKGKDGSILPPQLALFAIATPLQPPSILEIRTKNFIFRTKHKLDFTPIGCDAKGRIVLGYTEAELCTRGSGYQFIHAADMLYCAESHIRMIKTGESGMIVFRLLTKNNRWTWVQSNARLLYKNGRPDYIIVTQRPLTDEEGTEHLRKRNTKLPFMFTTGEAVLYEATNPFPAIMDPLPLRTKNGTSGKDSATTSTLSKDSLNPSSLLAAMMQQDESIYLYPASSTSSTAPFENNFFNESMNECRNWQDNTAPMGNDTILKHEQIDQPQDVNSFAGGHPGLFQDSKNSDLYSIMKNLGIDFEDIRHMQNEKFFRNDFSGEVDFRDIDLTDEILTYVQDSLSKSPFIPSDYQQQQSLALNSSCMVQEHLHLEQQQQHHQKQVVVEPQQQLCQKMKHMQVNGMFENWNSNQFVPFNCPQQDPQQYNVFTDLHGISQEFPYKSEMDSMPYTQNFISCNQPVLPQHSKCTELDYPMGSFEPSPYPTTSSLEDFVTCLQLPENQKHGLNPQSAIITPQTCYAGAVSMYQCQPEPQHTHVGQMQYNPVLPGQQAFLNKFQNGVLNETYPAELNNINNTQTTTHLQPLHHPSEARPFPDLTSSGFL
RPL19A TOR yeast: modulators of TOR pathway RPL19A-GFP in S. cerevisiae; S. cerevisiae RPL19A-GFP strain, flow cytometry, 3 h; hits give low values; percent response vs DMSO, % at 10 µM; hit rate 0.3% among 330,000; AID 2025;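 active means percent response vs DMSO below 50%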;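 further: median channel GFP fluorescence of the barcoded RPL19A-GFP strain; ratio of sample median GFP to plate DMSO average so 100% = DMSO; lower means less RPL19A-GFP as with rapamycin TOR inhibition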
CIT2 TOR yeast: yeast TOR pathway CIT2-GFP modulation | S. cerevisiae CIT2-GFP strain, flow cytometry, 3 h; 100 means same as DMSO wells | AID 2029 | GFP response vs DMSO, % at 10 µM | hit rate 0.065% among 320,000;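 active means GFP response relative to DMSO above a set limit, near the screen mean plus 3 SD, cut at about 150% in these data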;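 further: ratio of well median GFP fluorescence to mean of DMSO wells on the plate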
Starred values were filed as active, the others as inactive; / = not tested or not shown.

SMILES,proCasp3 act,AGP1-GFP MLPCN,proCasp7 act,LAP4 TOR yeast,MEP2 TOR yeast,AHR act,RPL19A TOR yeast,CIT2 TOR yeast
Cc1cc(C)n2nc(C(=O)Nc3ccc(N4CCOCC4)cc3)nc2n1,-4,99,-5,98,102,5,98,103
CCOC(=O)c1c(C)[nH]c(C(=O)N/N=C/c2cccc(OC)c2)c1C,-4,99,10,102,104,22,100,102
COc1ccc(OCC2CCCN(Cc3nc(CC4CC4)no3)C2)cc1 (stereo unspecified),-3,97,3,100,99,3,100,95
Oc1nc(Nc2ccccc2)sc1/C=C1\C=Nc2ccccc21,-9,76,-5,110,108,147*,94,97
CCOC(=O)N1CCC(N2C(=O)c3ccccc3C2Nc2ccccc2C)CC1 (stereo unspecified),8,102,6,107,104,2,100,100
CCOC(=O)c1cc(C)sc1NC(=O)CSc1nccn1C,-6,98,4,93,95,44,100,104
O=C(Nc1ccc(F)c([N+](=O)[O-])c1)C1CC(=O)N(Cc2ccccc2)C1 (stereo unspecified),7,90,3,113,101,0,91,82
O=C(Nc1cccc(Cl)c1N1CCOCC1)c1ccc2c(c1)OCCO2,2,100,12,109,101,-1,95,91
c1csc(CNc2ncnc3ccc(-c4ccc5c(c4)OCCO5)cc23)c1,4,99,1,105,98,13,94,93
Cc1cc2nc(CCN(C(=S)NCC(C)C)C3CCCC3)[nH]c2cc1C,2,101,-7,89,97,38,97,97
CCc1cc(C(=O)c2ccc(Br)cc2)c(NC(=O)CN(CC)CC)s1,6,103,7,87,99,16,104,100
O=C(CCN1CCN(c2ccccc2)CC1)NNC(=S)Nc1ccccc1Cl,-2,100,-11,98,96,0,96,103
COc1ccccc1NS(=O)(=O)c1cc(NC(=O)C(C)C)ccc1N1CCCCC1,4,99,-15,102,92,-2,96,106
N#C/C(=C/c1ccccc1OCc1ccc(F)cc1)c1ccc(C(=O)O)cc1,0,98,-3,97,110,0,100,102
COc1ccccc1N(CC(=O)Nc1cc(C)on1)S(=O)(=O)c1cccc(C(F)(F)F)c1,2,101,7,96,102,1,100,100
Oc1ccc(NC(=S)Nc2ccc(O)cc2)cc1,-11,100,-33,102,106,2,101,101
COc1ccc(OC)c(NC(=O)Cn2c(-c3ccc(Cl)cc3)noc2=O)c1,-2,102,16,102,100,5,100,107
O=C(c1cc2ccccc2oc1=O)N1CCCC1,-2,92,10,96,90,1,95,88
COc1ccc(S(=O)(=O)N2CCCOC2CNC(=O)C(=O)NCc2cccnc2)cc1 (stereo unspecified),-1,107,4,103,95,1,94,101
COc1ccc(CNC(=O)CCCn2c(SCC#N)nc3cc4c(cc3c2=O)OCO4)cc1,8,92,0,90,100,-1,94,79

SMILES,proCasp3 act,AGP1-GFP MLPCN,proCasp7 act,LAP4 TOR yeast,MEP2 TOR yeast,AHR act,RPL19A TOR yeast,CIT2 TOR yeast
Cc1ccc(F)cc1NC(=O)C12CC3CC(C1)CC(n1cnc([N+](=O)[O-])n1)(C3)C2,2,102,-2,102,109,-1,106,107
CC(=O)N1CC=C2C(C#N)=C(N)C(C#N)(C#N)C(CCc3ccccc3)C2C1 (stereo unspecified),-22,95,-9,91,95,80*,94,93
O=C(NC1CCCCCC1)C(=S)N1CCCC1,-8,106,3,115,111,0,101,100
CC(C)CC(OC(=O)c1nsc(Cl)c1Cl)C(=O)NCc1cccs1 (stereo unspecified),-3,102,-7,94,99,1,105,98
CC(C)=CCCC(C)NC(=O)NC1CCCCC1 (stereo unspecified),-7,105,8,107,106,1,105,115
N/C(=N\OC(=O)COc1ccc(Cl)cc1Br)c1cccnc1,-10,89,3,104,89,10,94,86
Cc1ccc2oc(=O)n(CC(=O)O)c2c1,-13,99,-4,109,118,-1,97,92
CCc1ccc(N2NC(=O)/C(=C/C=C/c3ccco3)C2=O)cc1,-5,90,-10,86,99,0,101,100
COc1ccc(NS(=O)(=O)c2ccc(SC)cc2)c(OC)c1,-5,100,-9,94,96,-1,93,101
CCCNc1cc(C)oc(=O)c1C(=O)CCC,-9,95,-2,108,107,-2,98,96
COc1ccc2c(c1)[nH]c1c(=O)n(/N=C/c3ccc(OC)c(CN4CCCC4)c3)cnc12,9,101,7,83,96,5,107,99
O=C(CCn1nc(-c2ccccc2)ccc1=O)NCCCN1CCCCCC1,19,97,-6,98,111,7,98,106
O=C(NCc1ccco1)c1ccc(NC(=O)C2COc3ccccc3O2)cc1 (stereo unspecified),0,92,1,91,94,1,91,97
Cc1ccc(NC(=O)c2ccc(Nc3ccccc3F)nc2)cc1,-3,103,-2,100,104,19,108,99
Cc1cccc2sc(NC(=O)C3CCCN(S(=O)(=O)c4cccc5nonc45)C3)nc12 (stereo unspecified),7,107,12,101,97,8,103,100
Cc1ccc(S(=O)(=O)CCc2nnc(NC(=O)C3CCCO3)s2)cc1 (stereo unspecified),7,91,-3,92,90,-1,92,79
COc1ccccc1NC(=O)/C(N=Nc1ccc(C)c(S(=O)(=O)Nc2ccccc2Cl)c1)=C(\C)O,1,98,5,94,94,8,100,95
CCOc1ccc2nc(SCC(=O)c3ccccc3)sc2c1,-10,99,6,101,101,2,96,98
Cc1cc(C(=O)CSc2nc3ccccc3n2CCC#N)c(C)n1Cc1cccs1,-3,105,-3,109,103,0,101,100
CCC(=O)Nc1cc(C(=O)OCc2ccc(C(=O)Oc3ccccc3)cc2)ccc1C,-3,97,-2,88,102,-1,92,97

SMILES,proCasp3 act,AGP1-GFP MLPCN,proCasp7 act,LAP4 TOR yeast,MEP2 TOR yeast,AHR act,RPL19A TOR yeast,CIT2 TOR yeast
OCCC1CN(Cc2cnc(N3CCCC3)s2)CCN1Cc1ccccc1 (stereo unspecified),-2,98,-4,92,105,1,102,98
Cc1cc(-n2c(=O)c(C#N)cc3c(=O)n4cccc(C)c4nc32)no1,-7,68,-6,90,91,8,94,77
COc1ccccc1NC(=O)N1CCCC1C(=O)NCC1CCCO1 (stereo unspecified),2,117,-7,109,113,-2,113,119
CCCc1c(CC)c(=N)c2ccccc2n1C,-1,101,-2,100,102,0,102,105
CCCc1nc(NC2CCCCC2)c(C#N)c2c1COC(C)(C)C2,-2,99,-7,101,100,0,98,97
c1ccc(Nc2nnc(-c3cccnc3)s2)cc1,-4,101,-7,116,96,7,92,96
C/C(=N/NC(=O)c1sc(NS(=O)(=O)c2ccccc2)nc1C)c1ccc(F)cc1,-3,105,4,100,112,13,105,107
O=C(/C=C/c1ccc([N+](=O)[O-])cc1)c1cccs1,7,99,-12,119,114,0,107,98
CCOC(=O)c1nn(-c2ccc(OCC)cc2)c2nc(-c3ccco3)c(C#N)c(=O)n12,5,82,8,96,130,10,64,100
CCCCn1cnc2cc(NCc3ccncc3)ccc21,-3,100,7,106,100,7,100,94
Cc1ccc(NC(=S)NCc2cccnc2)cc1,0,102,-3,99,103,0,102,105
C=CCNC(=O)c1c(CSc2ccccc2)noc1C(=O)NCc1ccccc1,2,95,-10,103,103,20,93,87
Cc1cc(/C=C(\C#N)C(=O)NCc2ccccc2)cc(C)c1O,6,94,1,106,106,11,100,109
CC(C)c1onc(C(=O)N2CCN(c3ccccc3)CC2)c1[N+](=O)[O-],7,101,-1,107,95,2,101,92
COCCCNC(=S)N(CCCO)Cc1cc2cc3c(cc2[nH]c1=O)OCO3,-4,100,-6,91,97,38,97,101
O=C(c1ccc(N2CCCC2=O)cc1)N1CCN(c2ccc(Cl)cc2)CC1,1,98,0,94,99,-3,97,102
COc1ccc(/C=N/Nc2nc(Nc3ccccc3)nc(N3CCCC3)n2)cc1,1,92,5,104,95,18,93,94
CCc1cc(C(=O)N(C)CC(=O)Nc2c(Cl)cccc2Cl)sc1C,9,99,14,107,98,2,100,96
COc1ccc(N2CC(C(=O)N3CCOCC3)CC2=O)cc1 (stereo unspecified),-2,102,0,119,109,-1,106,100
CC1CCN(CC(=O)Nc2sc3c(c2C#N)CCC3)CC1,2,111,1,101,103,11,103,104

SMILES,proCasp3 act,AGP1-GFP MLPCN,proCasp7 act,LAP4 TOR yeast,MEP2 TOR yeast,AHR act,RPL19A TOR yeast,CIT2 TOR yeast
CN(CCCN1CCOCC1)C(=O)c1cc(COc2c(F)cccc2F)on1,1,100,-3,102,108,-1,102,106
COc1ccc(Nc2nc(-c3ccccc3O)nc3ccccc23)cc1,11,96,11,99,110,18,104,103
C=CCNC(=O)C1CCC(CNc2nc(=S)[nH]c3ccccc23)CC1 (stereo unspecified),-7,104,0,101,101,3,97,106
CCC(=O)c1cn(CC(=O)Nc2cccc(OC)c2)c2ccccc12,4,87,2,78,95,4,95,96
COc1ccc(-c2cc(C#N)nc(N3CCN(c4ccccc4)CC3)n2)cc1,1,105,1,101,108,9,101,100
CCCc1ccc(-c2c(C)sc(N)c2C#N)cc1,-2,98,-6,107,105,97*,103,101
Cc1ccc(-n2nc3c(=O)n(CCCC(=O)NCCc4ccccc4)nc(C)c3c2C)cc1,-10,104,-2,98,105,3,104,98
COc1cc(/C=N/N=C(/N)c2nonc2N)cc(Br)c1OCc1cccc(C)c1,8,/,9,104,102,1,99,98
O=[N+]([O-])c1cccc(-c2ccc3nnc(SCc4ccccn4)n3n2)c1,4,102,-4,101,109,8,96,99
CN(c1ccccc1)S(=O)(=O)c1cccc(C(=O)N2CCN(c3ccccn3)CC2)c1,-4,92,3,92,93,64*,90,91
COc1ccccc1Oc1ccccc1C(=O)O,-1,97,1,96,93,-2,96,105
COc1ccc(C(=O)N/C(=C\c2ccc3c(c2)OCO3)C(=O)NCCc2nc3ccccc3[nH]2)cc1,-7,101,3,100,100,0,100,96
CC(C)(C#CCN1CCCCC1)OCCOC(c1ccccc1)c1ccccc1,3,95,2,98,106,2,100,100
COCCNC(=S)N(CCc1c(C)[nH]c2ccc(F)cc12)Cc1cccnc1,4,99,2,94,98,9,98,98
CS(=O)(=O)Nc1ccc(C2=NN(S(=O)(=O)c3ccc(F)cc3)C(c3ccco3)C2)cc1 (stereo unspecified),4,99,-5,100,101,-1,98,102
NC(=O)CSc1nc(N)c2c3c(sc2n1)CCCCC3,-5,97,1,91,107,19,103,82
O=C(Nc1ccc(N2CCOCC2)c(Cl)c1)C1CCCCC1,4,96,-5,103,94,0,100,93
Cn1cccc1P(=O)(c1cccn1C)c1cccn1C,4,95,-6,96,95,22,96,94
O=C(Cn1nnc2ccccc21)Nc1ccccc1[N+](=O)[O-],-2,98,11,96,94,7,95,97
CCn1nc(C)cc1Nc1ccccc1,12,109,8,96,100,4,98,101

Just AGP1-GFP MLPCN, proCasp3 act and RPL19A TOR yeast (4 entries from above):
Compound	AGP1-GFP MLPCN	proCasp3 act	RPL19A TOR yeast
Cc1ccc(-n2nc3c(=O)n(CCCC(=O)NCCc4ccccc4)nc(C)c3c2C)cc1	104	-10	104
O=C(Cn1nnc2ccccc21)Nc1ccccc1[N+](=O)[O-]	98	-2	95
CS(=O)(=O)Nc1ccc(C2=NN(S(=O)(=O)c3ccc(F)cc3)C(c3ccco3)C2)cc1 (stereo unspecified)	99	4	98
O=C(Nc1ccc(N2CCOCC2)c(Cl)c1)C1CCCCC1	96	4	100
